# FBW7 act = human FBW7 E3 ligase activation, primary screen. normalized activity (activation), % at 26.1 µM. AlphaScreen FBW7–phospho-cyclin E peptide binding, activator screen. Q969H0. hit rate 0.13% among 650,000. AID 1259310; in the data active = normalized activity above about 1.9%;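 also: purified mutant Fbw7 with reduced substrate affinity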
# Target sequence (Q969H0 whole entry, looked up): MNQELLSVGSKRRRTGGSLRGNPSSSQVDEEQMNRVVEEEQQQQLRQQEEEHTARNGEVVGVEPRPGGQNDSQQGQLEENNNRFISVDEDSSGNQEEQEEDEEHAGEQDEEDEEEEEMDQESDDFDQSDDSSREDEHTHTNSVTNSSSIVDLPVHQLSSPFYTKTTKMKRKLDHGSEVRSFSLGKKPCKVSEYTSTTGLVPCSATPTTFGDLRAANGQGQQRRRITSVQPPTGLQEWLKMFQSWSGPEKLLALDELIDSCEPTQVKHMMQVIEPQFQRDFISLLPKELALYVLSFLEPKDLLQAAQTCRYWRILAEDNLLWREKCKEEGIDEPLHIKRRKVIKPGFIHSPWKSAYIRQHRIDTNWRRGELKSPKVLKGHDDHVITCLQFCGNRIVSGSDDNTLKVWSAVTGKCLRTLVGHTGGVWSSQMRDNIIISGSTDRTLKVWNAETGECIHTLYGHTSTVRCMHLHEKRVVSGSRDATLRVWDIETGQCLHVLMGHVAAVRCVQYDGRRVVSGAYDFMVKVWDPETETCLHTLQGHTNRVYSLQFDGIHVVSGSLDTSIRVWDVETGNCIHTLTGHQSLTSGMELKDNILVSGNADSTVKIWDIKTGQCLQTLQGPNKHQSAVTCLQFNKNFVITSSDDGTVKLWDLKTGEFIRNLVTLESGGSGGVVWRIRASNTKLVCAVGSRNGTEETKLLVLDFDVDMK
# TEAD-YAP inh = TEAD-YAP interaction inhibition; hit rate 1.4% among 640,000; inhibition, % at 9.12 µM; HEK-TIYL cells, TEAD-Gal4/YAP UAS-luciferase luminescence; in the data active = inhibition above about 32%;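 also: 0% = median of test compound wells and 100% = reference inhibitor wells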
# GPR151 ag = human GPR151 activation; PathHunter beta-arrestin GPR151 cells, luminescence; activation, % at 11.2 µM; hit rate 1% among 650,000; in the data active = activation above about 4.9%;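 also: 0% = median of compound wells and 100% = cells with positive control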
# MITF primary = human MITF inhibition, primary screen; AlphaScreen MITF homodimerization, bead proximity signal; inhibition, % at 2.6 µM; hit rate 0.91% among 650,000; in the data active = inhibition above about 50%;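 also: 0% = vehicle wells with protein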
# * = called active by the depositor; / = no result given; & = joins results of further samples.
SMILES	FBW7 act	TEAD-YAP inh	GPR151 ag	MITF primary
Cc1[nH]c2ccccc2c1C(=O)CN1CCN(c2ccccc2F)CC1	0.6	5	3.5	14
O=C1c2cccc3cccc(c23)C(=O)N1CCCSc1ncn[nH]1	0.1	-3	2.0	-4
CCOc1ccc(-n2nc(C(=O)NCCCN3CCCCCC3)c3ccccc3c2=O)cc1	-0.1	-1	-0.1	-9
Nn1c(Cc2ccccc2)nn2c(=O)c3ccccc3nc12	0.2	-6	2.1	0
CC(=O)Nc1ccc(NC(=O)c2cc[n+]([O-])cc2)cc1	0.2	1	1.1	-4
Cc1ccc(-n2nc3c(c2NC(=O)c2cccc([N+](=O)[O-])c2C)CS(=O)(=O)C3)c(C)c1	-0.1	6	0.3	0
CSc1cc(N)c2c(c1)NC(=O)CS2	-0.1	10	1.2	9
COc1cc2ccccc2cc1C(=O)Nc1cc(-c2nc3ccccc3o2)ccc1C	0.2	-6	0.0	-13
Oc1cc(Cc2ccccc2)ccc1CNc1ccc2oc(-c3ccccc3F)nc2c1	-0.1	-11	-0.3	6
COc1ccc(NC(=O)c2cnccn2)cc1OC	-0.1	-25	-0.9	-2
Cc1ccccc1C(=O)Nc1sc2c(c1C(=O)N(C)C)CCC(C)C2 (stereo not given)	-0.2	8	0.0	-12
Cc1cc(C)c(NC(=O)c2c(Cl)nc(C)c(Cl)c2C)c(C)c1	0.0	-3	1.6	4
O=C(Nc1ccccc1)c1csc(-c2ccc(N3CCOCC3)nc2)n1	0.2	9	-8.7	1
O=C(Cc1ccc(F)cc1)NCCSc1c[nH]c2ccccc12	0.1	8	1.2	-1
COc1ccc(C(=O)Nn2c(SCC(=O)NCCc3ccc(OC)c(OC)c3)nc3ccccc3c2=O)cc1	0.2	78*	-0.4	28
CCCCCCCCCCCCCCCC(=O)OC	/	/	0.8	25
COc1ccc(NCC(O)CN2c3ccccc3Sc3ccccc32)cc1 (stereo not given)	-0.2	7	-0.3	9
COc1cc(C2NC(=S)NC(C)=C2C(=O)Nc2ccc(Cl)cc2)ccc1O (stereo not given)	0.6	0	-0.8	12
COc1ccc(C/C(C)=N/NC(=S)Nc2ccccc2)cc1	-0.1	-51	1.4	2
Cn1ccnc1SCC(=O)N1c2ccccc2Sc2ccc(C(F)(F)F)cc21	-0.1	-6	0.3	9
CCOC(=O)c1ccc(NCCc2ccc(OC)c(OC)c2)c([N+](=O)[O-])c1	0.0	26	-0.2	18
O=C(CSCc1c(Cl)cccc1Cl)NCc1ccncc1	0.0	3	0.0	-15
Cc1cc(C)c(S(=O)(=O)NCCc2sc(C)nc2C)c(C)c1	0.2	20	-0.5	17
Cc1cccc(C(=O)Nc2cccc(-c3nc4cccnc4s3)c2C)c1	0.0	10	-0.5	-10
O=C(Nc1ccc(N2CCOCC2)cc1)c1csc(Oc2ccccc2)n1	1.2	-8	-2.3	11
CCNC(=O)CN(c1ccccc1)S(=O)(=O)c1ccc(Cl)cc1	-0.2	3	2.1	-4
COc1ccccc1NC(=O)CC(NCc1cccnc1)C(=O)O (stereo not given)	-0.3	-7	0.5	-20
CCOc1ccc(-n2c(=O)c3sccc3n(CC(=O)Nc3ccccc3C)c2=O)cc1	0.1	1	-1.4	5
CN1CCc2[nH]c3ccc(C(=O)O)cc3c2C1	0.4	-11	-0.3	-5
O/N=C(/CCc1ccccc1)C1(O)CCCCC1	0.1	4	0.6	12
CC1(C)CC2CC(C)(CN2C(=O)CSc2cccc[n+]2[O-])C1 (stereo not given)	0.8	-2	1.0	17
CS(=O)(=O)N(CC(=O)N1CCCC1)c1ccc(I)cc1	0.0	0	0.8	10
COc1ccc(S(=O)(=O)N(CCO)c2ccccc2CN(C)C/C=C/c2ccc(Cl)cc2)cc1	/	/	1.3	2
CCn1c(CNC(=O)c2cccc(C)c2)nnc1SCC(=O)NC1CCCCC1C (stereo not given)	-0.1	9	1.3	-1
CCOc1ccccc1-n1nnnc1SCC(=O)c1[nH]c(C)c(C(C)=O)c1C	-0.1	29	1.3	4
COC(=O)c1cc(OC)c(Br)c(OC)c1	0.0	-1	0.7	-8
Cn1c(=O)c2c(nc3n2CC(c2ccc(Cl)cc2)=NN3c2ccccc2)n(C)c1=O	-0.4	-5	-1.3	-14
Cc1cnc(NC(=O)C2Cc3ccccc3CN2S(=O)(=O)c2ccccc2F)s1 (stereo not given)	-0.2	-47	0.3	-3
COC(=O)c1ccccc1NC(=O)c1cc2ncc(Br)cn2n1	0.1	7	-0.2	6
O=C(O)C1Nc2ccccc2C2C=CCC12 (stereo not given)	-1.9	-6	0.3	75*
O=C1CCC(=O)N1c1nc2n(n1)C(c1ccccc1)C=C(c1ccccc1)N2 (stereo not given)	0.1	3	-0.8	18
CCC(C)N(C(=O)c1csnn1)C(C(=O)NC(C)(C)C)c1ccccc1 (stereo not given)	0.1	-9	-0.5	-15
COc1cc(CN(CCO)Cc2ccccc2)c([N+](=O)[O-])cc1OC	-0.3	-4	0.3	13
COc1cc(/C=C(\C#N)C(N)=O)cc(Cl)c1OCc1ccc(C)cc1	0.1	-18	-1.9	-14
CCc1ccc(NC(=O)c2cc(S(=O)(=O)N3CCCCC3CC)ccc2F)cc1 (stereo not given)	-0.1	-7	2.4	7
COc1ccc([N+](=O)[O-])cc1N(CC(=O)Nc1ccc(CC#N)cc1)S(C)(=O)=O	0.6	11	-0.9	13
CN(C)CCCN1C(=O)CC[C@@H]2CN(C/C=C/c3ccco3)CC[C@@H]21	0.4	6	-1.2	-2
O=C(Nc1c2c(nn1-c1ccc([N+](=O)[O-])cc1)CS(=O)(=O)C2)c1ccc(Cl)cc1	0.7	6	0.9	19
c1ccc(N2CCN(Cc3ccc4c(c3)OCO4)CC2)nc1	0.0	2	0.7	33
Cc1cccc(NC(=O)CN(C)S(=O)(=O)c2ccc3c(c2)n(C)c(=O)c(=O)n3C)c1C	0.1	-1	-1.0	-9

# Following part:
SMILES	FBW7 act	TEAD-YAP inh	GPR151 ag	MITF primary
Cc1nc2ccccc2nc1N1CCCCC1	0.0	7	0.5	3
CCCNc1c([N+](=O)[O-])c(=O)oc2ccccc12	-0.1&0.0	2&11	0.1&-0.5	5&4
COc1ccc2nc(N3C(=O)C(O)=C(C(=O)c4ccco4)C3c3cccc(O)c3)sc2c1 (stereo not given)	-0.2	-1	-0.2	29
CC(=O)N1CCCN(Cc2ccccc2OCC(O)CN2CCc3ccccc3C2)CC1 (stereo not given)	0.0	-1	0.3	10
COc1ccc(-c2csc(NC(=O)[C@@H]3CCCN3C(=O)c3cccs3)n2)cc1	0.0	9	2.8	-18
CCOC(=O)C1CCN(C(=O)Cc2ccccc2OC)CC1	0.0	-7	1.3	-17
O=C(COc1ccc(Cl)cc1)NCc1n[nH]c(=S)n1-c1ccccc1	0.0	-1	0.1	7
O=C(NN1CC(=O)N(C2CCCC2)C1=O)C(c1ccccc1)c1ccccc1	0.0	9	0.4	-9
COC(=O)c1ccc(C2/C(=C(\O)c3ccc(Cl)cc3)C(=O)C(=O)N2c2ccc(C)c(Br)c2)cc1 (stereo not given)	-0.1	-2	3.0	-1
Cc1cc2ncc(-c3ccnc(=S)[nH]3)c(C)n2n1	0.3	1	3.4	12
CC(C)c1ccccc1NC(=O)C1CC1	0.0	2	-0.7	10
O=C1/C(=C\c2ccccc2O)SC(=S)N1Cc1ccco1	-0.1	8	4.3	3
COc1cccc(OCCOc2cccc(/C=N/n3cnnc3)c2)c1	0.1	-62	-1.3	12
O=C(NCC1CCCO1)c1ccc2c(=O)n(CCc3ccccc3)c(=S)[nH]c2c1 (stereo not given)	0.0	-6	-0.4	-19
CCCCN(C)C(=O)C1CCC(CNc2c(N3CCC(C)CC3)c(=O)c2=O)CC1 (stereo not given)	-0.3	-11	1.3	-4
COc1cccc(C(=O)N(Cc2nc3ccccc3c(=O)[nH]2)Cc2cccs2)c1	-0.1	-4	-0.7	-12
COc1cc(C2CC(c3c(O)cc(C)oc3=O)=Nc3ccccc3S2)cc(OC)c1O (stereo not given)	-0.3	44*	0.9	12
Cc1c(C(=O)Nc2ccc(F)cc2)sc2ncnc(N3CCN(c4ccccn4)CC3)c12	-0.1	8	-0.9	11
CN(C)N1C(N)=C(C#N)C(c2cccc3ccccc23)C2=C1CC(c1ccccc1)CC2=O (stereo not given)	0.0	24	1.6	3
NC(=O)Nc1ccc(C(=O)Nc2ccccc2-c2ccccc2)cc1	0.5	3	-0.4	2
Cc1oc(C(=O)O)cc1CSCCSCc1cc(C(=O)O)oc1C	-0.5	1	0.5	52*
O=C(Cn1c(=O)n(C2CCCCC2)c(=O)c2ccccc21)Nc1ccc(F)cc1	-0.1	4	-0.3	8
CCN(CC)C1CCN(C2CCC(=O)N(Cc3ccc4ccccc4c3)CC2)C1 (stereo not given)	-0.1	12	0.3	-3
O=C(CN1CCN(C2c3ccccc3-c3ccccc32)CC1)Nc1ccc(Cl)c(C(F)(F)F)c1	0.1	9	-0.9	5
CC1S/C(=N/N=C/c2ccc(N(C)C)cc2)NC1=O (stereo not given)	0.2	-29	0.1	-6
CCCNC(=O)NC(C)c1nc(-c2cccnc2)n[nH]1 (stereo not given)	0.8	1	-1.3	7
COc1ccc(-n2nc(C(=O)NCC(=O)O)c3ccccc3c2=O)cc1	0.0	6	0.0	-5
O=[N+]([O-])c1ccc2c(c1)OCCO2	0.0	-6	-0.6	4
Cc1ccccc1-n1c(O)c(/C=C2\C=CC=N2)c(=O)[nH]c1=S	-0.1	7	2.2	-6
Cc1ccccc1CC(C1CCN(C(=O)CCC(C)C)CC1)N(C)C(=O)Cn1cccn1 (stereo not given)	-0.1	-7	-0.3	11
Cc1[nH]nc2c1C(c1ccc(OC(=O)c3ccc(Cl)cc3)cc1)C(C#N)=C(N)O2 (stereo not given)	-0.1	2	-0.4	-3
CC(C)OC(=O)c1nnn(-c2nonc2N)c1CN1CCCCCC1	0.1	7	-0.1	3
Cn1cc(/C=C2/SC(=S)N(CC(=O)O)C2=O)c2ccccc21	0.0	25	-0.3	7
Cc1cc(I)ccc1NC(=O)COc1ccccc1[N+](=O)[O-]	0.0	-7	2.5	6
Nc1ccc(-c2ccc(N)cc2C(F)(F)F)c(C(F)(F)F)c1	-0.3	3	5.6*	0
CCOC(=O)C(=O)N/N=C/c1cccc(OC)c1O	0.1	-14	-0.8	2
COc1cccc2cc(C(=O)N3CCN(C(=O)c4ccccc4)CC3)c(=O)oc12	-0.1	3	0.5	-18
O=C(CN1C2=NCCCN2c2ccccc21)c1cccs1	-0.1	-8	1.7	1
Clc1ccc(OCCSc2nnnn2-c2ccccc2)cc1	0.2	-8	-0.1	2
O=C(NCCO)/C(=C/c1ccc[nH]1)NC(=O)c1ccco1	0.0	-3	-1.9	1

# Compound profiles (already shown). Values in the order: FBW7 act	TEAD-YAP inh	GPR151 ag	MITF primary
# Results for CCOC(=O)C(=O)N/N=C/c1cccc(OC)c1O : 0.1	-14	-0.8	2
# Results for Cn1cc(/C=C2/SC(=S)N(CC(=O)O)C2=O)c2ccccc21 : 0.0	25	-0.3	7
# Results for COc1cccc2cc(C(=O)N3CCN(C(=O)c4ccccc4)CC3)c(=O)oc12 : -0.1	3	0.5	-18
# Results for Nc1ccc(-c2ccc(N)cc2C(F)(F)F)c(C(F)(F)F)c1 : -0.3	3	5.6*	0
# Results for O=C(CN1C2=NCCCN2c2ccccc21)c1cccs1 : -0.1	-8	1.7	1

# Continued.
SMILES	FBW7 act	TEAD-YAP inh	GPR151 ag	MITF primary
CN(CCCn1cnc2c([nH]c3ccccc32)c1=O)C1CCCCC1	0.0	1	0.8	11
COc1ccc(NC(=O)c2c(Cl)nc(C)c(Cl)c2C)cc1	0.1	0	0.6	14
Cc1c(C(=O)Nc2ccc(F)c(Cl)c2)sc2ncn(Cc3ccccc3F)c(=O)c12	-0.1	3	0.1	-9
N#C/C(=C(/O)CSc1cccc[n+]1[O-])c1nc2ccccc2s1	0.1	-2	0.1	8
O=C(Cn1nnc2ccccc21)N1CCCC1c1nc2ccccc2[nH]1 (stereo not given)	0.0	-5	-0.5	2
Cc1ccc(-c2nnc(Nc3ccc(O)cc3)c3ccccc23)cc1S(N)(=O)=O	-0.2	5	-0.8	10
Cc1cc(C(=O)NC2CCCc3ccccc32)no1 (stereo not given)	0.1	-6	0.3	10
CC(C)c1ccc(CN2CCc3nnc(CNC(=O)C4CCC(=O)N4)n3CC2)cc1 (stereo not given)	-0.1	-11	-1.0	-6
CC1(C)CC(NC(=O)Cc2ccc(Cl)cc2)CC(C)(C)N1	-0.2	2	0.1	-2
CC1CCc2c(sc(NC(=O)CCCOc3ccc(Cl)cc3Cl)c2C(N)=O)C1 (stereo not given)	-0.2	-2	-0.2	-11
CCCCNc1nc(Nc2ccccc2)c2cnn(C)c2n1	0.0	5	0.9	0
CCOC(=O)c1[nH]c(C)c(C(=O)NCCc2sccc2C)c1C	0.2	-70	-0.1	-8
CCOC(=O)c1c(C)n(-c2ccc(OC)cc2)c2ccc(O)cc12	0.1	-8	0.9	11
CC(C)Cc1ccc2c(N)c(C(=O)c3ccc(C(=O)c4sc5nc(CC(C)C)ccc5c4N)cc3)sc2n1	0.1	-2	-0.2	2

# Source: PubChem BioAssay (The Scripps Research Institute Molecular Screening Center)

# An unsorted share of the library (roughly 3.4% active in at least one column).
